High-throughput results as filed in PubChem.
MrgX1 agonist = activates human MrgX1 receptor signaling; Q96LB2; MrgX1-HEK293 cells, Fluo-4 calcium fluorescence, agonist mode; stronger effect = higher value; B-score at 10 µM; actives 0.44% (n = 310,000); AID 588627;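 active = calcium response B-score plate-corrected fluorescence ratio at least 3 library SD, with starting fluorescence B-score inside 5 SD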
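Test system: Stable human MrgX1 HEK293 cell line | Schedule: Overnight plating before 1 h dye loading | Read-out basis: Baseline-normalised fluorescence change ratio, B-scored | Detection: Kinetic calcium dye fluorescence, Fluo-4 NW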
MrgX1 antagonist = blocks BAM8-22 activation of human MrgX1 receptor; Q96LB2; MRGX1-HEK293 calcium flux, Fluo-4, BAM8-22 antagonism; stronger effect = lower value; B-score at 10 µM; actives 1.3% (n = 310,000); AID 588676;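 active = calcium-response B-score plate-corrected more than 3 library SD below zero, starting fluorescence within 5 deviations, no agonist response on first addition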;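 note: peak minus trough fluorescence over baseline after final BAM8-22 challenge near maximal dose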
TRPC6 activator = activators of mouse TRPC6 channel; HEK293-TRPC6 membrane potential dye fluorescence; stronger effect = higher value; B-score at 10 µM; actives 0.13% (n = 310,000); AID 2550;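 active = B-score of the integrated fluorescence ratio above library mean plus 3 SD, and starting fluorescence ratio within library mean plus 5 SD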;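 note: higher score means more depolarization so channel activation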
Target sequence (Q61143 whole entry, looked up): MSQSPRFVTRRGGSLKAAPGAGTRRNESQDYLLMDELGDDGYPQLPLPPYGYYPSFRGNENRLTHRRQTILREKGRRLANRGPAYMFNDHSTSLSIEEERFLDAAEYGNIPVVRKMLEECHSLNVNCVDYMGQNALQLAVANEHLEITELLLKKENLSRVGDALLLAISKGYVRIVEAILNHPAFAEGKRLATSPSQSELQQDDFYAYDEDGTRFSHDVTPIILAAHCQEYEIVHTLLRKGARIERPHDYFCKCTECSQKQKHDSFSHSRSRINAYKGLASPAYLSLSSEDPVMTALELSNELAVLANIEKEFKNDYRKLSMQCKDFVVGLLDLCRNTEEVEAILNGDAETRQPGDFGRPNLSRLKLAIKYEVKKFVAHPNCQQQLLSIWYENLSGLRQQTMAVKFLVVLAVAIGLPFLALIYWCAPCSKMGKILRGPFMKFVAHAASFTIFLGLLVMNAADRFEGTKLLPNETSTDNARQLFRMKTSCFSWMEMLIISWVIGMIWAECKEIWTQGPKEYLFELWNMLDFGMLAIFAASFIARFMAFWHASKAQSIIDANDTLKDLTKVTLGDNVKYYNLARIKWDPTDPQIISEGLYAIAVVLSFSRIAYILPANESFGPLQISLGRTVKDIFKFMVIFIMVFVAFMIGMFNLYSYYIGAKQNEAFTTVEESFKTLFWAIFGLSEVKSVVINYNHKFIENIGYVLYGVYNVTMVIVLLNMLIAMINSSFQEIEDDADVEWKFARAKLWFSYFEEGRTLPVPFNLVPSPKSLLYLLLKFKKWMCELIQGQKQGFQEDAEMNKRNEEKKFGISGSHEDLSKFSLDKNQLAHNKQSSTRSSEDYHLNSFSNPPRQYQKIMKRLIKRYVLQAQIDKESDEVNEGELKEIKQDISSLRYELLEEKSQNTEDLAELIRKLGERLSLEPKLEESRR
AI-2 QS modul = Vibrio harveyi AI-2 quorum sensing modulation; Vibrio harveyi JMH597 AI-2 luminescence/OD600 ratio, 9 h; stronger effect = lower value; strain lacks LuxN and CqsS sensors; 0 = neutral-control median; activity change, % at 7.5 µM; actives 0.4% (n = 300,000); in the data active = activity change below about -75%, passing the limit was not always enough;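 note: luminescence divided by OD600 gain over 9 h not by final OD600 alone; inactives centre near 13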
HIF act = HIF pathway transcriptional activation; U2OS HRE-luciferase reporter, luminescence; normalized: DMSO 0%, desferrioxamine 100%; activation, % at 7.5 µM (by protocol); actives 0.32% (n = 300,000);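 active = mean activation of at least 10% of the iron chelator positive control signal, with at least half of replicates also reaching 10%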
MrgX1 allo act = human MrgX1 positive allosteric modulation, primary screen | Q96LB2 | MrgX1-HEK293, Fluo-4 calcium flux, FDSS; stronger effect = higher value | B-score at 10 µM | actives 0.63% (n = 310,000);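 active = plate-corrected calcium response at least 3 library SD above typical, normal starting fluorescence, not activating the receptor alone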;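 note: compound read alongside a low EC10 to EC30 dose of BAM8-22 agonist; peak minus trough fluorescence over baseline measured at the second addition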
PolyA inh = inhibitors of polyadenylation in S. cerevisiae. calls only at 12 µM. actives 0.02% (n = 300,000). S. cerevisiae SKY197-pL101 polyadenylation reporter, beta-gal luminescence; efflux-impaired pdr1/pdr3 knockout yeast; score 100 = 6 SD above DMSO;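 active = lowest replicate activity score at least 50, where 100 means six control SD above control mean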;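 note: yeast exposed to compound for 9 h at 30 °C; higher score means more reporter readthrough which indicates perturbed polyadenylation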
TRPC4 block = TRPC4 (mouse) channel inhibition | Q9QUQ5 | HEK293 TRPC4beta/mu-opioid, DAMGO-evoked Fluo4 calcium flux; stronger effect = lower value | B-score at 10 µM | actives 0.39% (n = 300,000) | AID 2247;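 active = B-score over 3 SD under the library average, no early fluorescence shift, positive overall ratio signal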
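Assay system: HEK293 cells with stable TRPC4beta plus mu-opioid receptor expression. Dosing: single dose. Measured by: Fluo4 Ca2+ flux fluorescence. Also added: DAMGO in two steps, submaximal then maximal. Read-out: B score from integrated Fluo4 fluorescence ratio.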
TRPC6 inh = blocks the mouse TRPC6 cation channel. Q61143. HEK293-TRPC6, membrane potential dye, ACh-evoked depolarization; stronger effect = lower value. B-score at 10 µM. actives 1.1% (n = 310,000);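 active = B-score under library mean minus 3 SD, initial fluorescence not abnormally high, positive integrated signal ratio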;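 note: B-score derived from integrated fluorescence ratio over the kinetic read; more negative B-score means stronger inhibition of depolarization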
TRPC4 potent = allosterically enhances the mouse TRPC4 cation channel; HEK293 TRPC4beta/mu-opioid, DAMGO EC20, Fluo-4 Ca2+ flux; stronger effect = higher value; B-score at 10 µM; actives 0.42% (n = 310,000); AID 2227;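 active = B-score of calcium response area above 5 SD of library B-scores, with initial fluorescence ratio within 5 SD of library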;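 note: B-score of integrated fluorescence ratio over time as area under calcium response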
TRPC4 act = opens the mouse TRPC4 cation channel | HEK293 TRPC4beta/mu-opioid, Fluo4 calcium fluorescence; stronger effect = higher value | B-score at 10 µM | actives 0.49% (n = 310,000);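 active = B-score above 5 SD of library B-scores, and initial fluorescence ratio not above library mean plus 5 SD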;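 note: positive B-score marks a calcium rise read as TRPC4 activation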
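Material: TRPC4beta and mu-opioid receptor HEK293 stable cells | Incubation: 45 min room-temperature Fluo4 loading, 110 s read | Detection: Kinetic Fluo4 calcium fluorescence | Measure: Integrated baseline-normalised fluorescence ratio, converted to per-well B score | Benchmarks: Low control buffer alone, high control maximal DAMGO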
The depositor's hits bear a star; i = inactive; . = no result given; & = joins results of further samples.

SMILES	MrgX1 agonist	MrgX1 antagonist	TRPC6 activator	AI-2 QS modul	HIF act	MrgX1 allo act	PolyA inh	TRPC4 block	TRPC6 inh	TRPC4 potent	TRPC4 act
O=[N+]([O-])c1ccccc1N/N=C/c1cc2ccccc2nc1Cl	i	i	i	18.8	0.7	i	i	i	i	i	i
N#CC1=C(N)OC2=C(CCc3ccccc32)C1c1ccccc1Cl (configuration not stated)	i	i	i	28.2	0.3	i	i	i	i	i	i
CC(=O)Nc1ccccc1Sc1ccc2c3c(cccc13)C(=O)N(c1ccc(C)cc1)C2=O	i	i	i	19.0	0.1	i	i	i	i	i	i
COc1ccc(-c2ccc(=O)n(Cc3ccccc3)n2)cc1	i	i	i	-0.6	2.7	i	i	i	i	i	i
Cc1ccc(NC2CCCN(C(=O)CSc3ccncc3)C2)cc1C (configuration not stated)	i	i	i	31.1	0.0	i	i	i	i	i	i
COC(=O)Nc1nnc(-c2ccncc2)s1	i	i	i	40.5	0.0	i	i	i	i	i	i
CCN1C(=O)/C(=C/N(C)c2ccccc2)OC1=S	i	i	i	8.9	0.4	i	i	i	i	i	i
CS(=O)(=O)N1CCN(c2ccccc2NC(=O)c2ccco2)CC1	i	i	i	17.1	-0.1	i	i	i	i	i	i
COc1ccc(NC(=O)c2onc(C)c2Cl)cc1OC	i	i	i	22.4	1.0	i	i	i	i	i	i
O=C(Nc1cc(SCCO)cc([N+](=O)[O-])c1)c1ccc(Br)o1	i	i	i	23.6	-0.7	i	i	-5*	i	i	i
O=C(COC(=O)c1ccc[nH]c1=O)c1ccc(Cl)s1	i	i	i	4.7	0.4	i	i	i	i	i	i
O=C(c1ccccc1)c1ccc(N2CCOCC2)c(NC(=O)c2ccco2)c1	i	i	i	0.6	-0.2	i	i	i	i	i	i
Cc1noc(C)c1CNCc1ccccc1	i	i	i	1.7	-24.5	i	i	i	i	i	i
Cc1cc(NC(=O)c2ccc([N+](=O)[O-])cc2Cl)ccc1NC(=O)c1ccco1	i	i	i	16.2	.	i	i	i	i	i	i
CC(=O)c1ccc(NC(=O)CCNC(=O)c2ccccc2Cl)cc1	i	i	i	2.8	0.0	i	i	i	i	i	i
Cc1cc(C(=O)CSc2nnc(-c3ccc4c(c3)OCO4)o2)c(C)n1-c1ccc(F)cc1	i	i	i	15.7	-0.1	i	i	i	i	i	i
COc1ccc(N2CC(C(=O)N3CCN(c4ccccc4)CC3)CC2=O)cc1 (configuration not stated)	i	i	i	18.7	-0.2	i	i	i	i	i	i
CCCCOc1ccc(C(=O)Nc2cccc(-n3cnnn3)c2)cc1OC	i	i	i	22.3	-0.4	i	i	i	i	i	i
CCOc1nc(-c2ccccc2)c2cc(C)ccc2n1	i	i	i	15.5	-0.2	i	i	i	i	i	i
CC(C)c1ccc(NC(=O)CSc2nc3ccsc3c(=O)n2Cc2ccc(C(=O)O)cc2)cc1	i	i	i	17.4	-0.1	i	i	i	i	i	i
O=C(CSc1nc2[nH]ncc2c(=O)n1-c1ccccc1Br)NCc1ccccc1Cl	i	i	i	11.0	-1.3	i	i	-6*	i	i	i
CC1=C(C)CS(=O)N(S(=O)(=O)c2ccc(Cl)cc2)C1 (configuration not stated)	52*	i	i	59.9	0.7	i	i	i	i	i	i
CC1Cc2cc(S(=O)(=O)N3CCN(c4ccc(Cl)cc4)CC3)ccc2N1C(=O)C1CC1 (configuration not stated)	i	i	i	32.3	0.3	i	i	i	i	i	i
Cc1ccccc1OCC(=O)Nc1nnc(C2CCCCC2)s1	i	i	i	22.0	-0.2	i	i	i	i	i	i

A different layout for some results above.
Each structure is followed by: MrgX1 agonist | MrgX1 antagonist | TRPC6 activator | AI-2 QS modul | HIF act | MrgX1 allo act | PolyA inh | TRPC4 block | TRPC6 inh | TRPC4 potent | TRPC4 act
CC(=O)c1ccc(NC(=O)CCNC(=O)c2ccccc2Cl)cc1
 : i | i | i | 2.8 | 0.0 | i | i | i | i | i | i
Cc1cc(C(=O)CSc2nnc(-c3ccc4c(c3)OCO4)o2)c(C)n1-c1ccc(F)cc1
 : i | i | i | 15.7 | -0.1 | i | i | i | i | i | i
COc1ccc(N2CC(C(=O)N3CCN(c4ccccc4)CC3)CC2=O)cc1 (configuration not stated)
 : i | i | i | 18.7 | -0.2 | i | i | i | i | i | i
CCCCOc1ccc(C(=O)Nc2cccc(-n3cnnn3)c2)cc1OC
 : i | i | i | 22.3 | -0.4 | i | i | i | i | i | i
CCOc1nc(-c2ccccc2)c2cc(C)ccc2n1
 : i | i | i | 15.5 | -0.2 | i | i | i | i | i | i

New compounds follow
SMILES	MrgX1 agonist	MrgX1 antagonist	TRPC6 activator	AI-2 QS modul	HIF act	MrgX1 allo act	PolyA inh	TRPC4 block	TRPC6 inh	TRPC4 potent	TRPC4 act
O=C(NCC(=O)N(c1cccc(F)c1)C(C(=O)NC1CCCC1)c1ccncc1)c1ccco1 (configuration not stated)	i	i	i	-9.4	0.0	i	i	i	i	i	i
CCNC(=O)COc1cc(C)c(Cl)c(C)c1	i	i	i	19.5	-0.2	i	i	i	i	i	i
O=C(CN1CCCc2ccccc21)Nc1ccc(F)cc1[N+](=O)[O-]	i	i	i	3.7	-0.7	i	i	i	i	i	i
Cc1nnc(NC(=O)c2cc(-c3ccncc3)nc3c(C)cccc23)s1	i	i	i	14.2	-0.5	i	i	i	i	i	i
CC(=O)N1CCc2cc(S(=O)(=O)NC(CC(C)C)C(=O)Nc3cc(C)ccn3)ccc21 (configuration not stated)	i	i	i	23.0	0.8	i	i	i	i	i	i
Cc1ccc(S(=O)(=O)N[C@@H](C)C(=O)N2CCC(C(=O)N3CCC[C@H]3C(=O)O)CC2)cc1	i	i	i	14.4&18.6	0.0	i	i	i	i	i	i
c1ccc(-c2nnc3sc(CN4CCC5(CC4)OCCO5)cn23)cc1	i	i	i	1.8	0.0	i	i	i	i	i	i
CCCC(=O)Nc1ccc2c(c1)nc(CN1CCCC1)n2C	i	i	i	6.9	0.1	i	i	i	i	i	i
O=C(O)c1cc2c(s1)-c1ccccc1CC2	i	i	i	37.8	0.1	i	i	i	i	i	i
CCOc1cc(CN2CCN(C(=O)CC(C)C)CC2)ccc1OC	i	i	i	-7.6	0.0	i	i	i	i	i	i
COc1ccc(Nc2nc3c(C)cccc3cc2C#N)cc1	i	i	i	12.9	0.5	i	i	i	i	i	i
CC(SCc1ccccc1)C(=O)NCc1ccccn1 (configuration not stated)	.	.	i	10.3	-0.2	.	i	i	i	10*	i
Cn1nccc1C(=O)N1CCCC(C(=O)c2ccc(C(F)(F)F)cc2)C1 (configuration not stated)	i	i	i	.	0.3	i	i	i	i	i	i
c1ccc2cc(-c3csnn3)ccc2c1	i	i	i	9.6	1.8	i	i	i	i	i	i
CCCc1c(C)nc2c(OC)cccc2c1SCC(=O)O	i	i	i	10.6	-0.5	i	i	i	i	i	i
COc1ccccc1C(=O)Nn1cnnc1	i	i	i	10.0	-0.5	i	i	i	i	i	i
CCOc1cc(C(=O)NC(CC(=O)O)c2ccc(OC3CCCC3)cc2)cc(OCC)c1OCC (configuration not stated)	i	i	i	42.5	-2.8	i	i	i	i	i	i
COc1ccc(C2/C=C\CN(Cc3ccncc3)CC(=O)N2Cc2ccc(F)cc2)cc1 (configuration not stated)	i	i	i	19.8	0.1	i	i	i	i	i	i
O=C(Nc1ccc(F)cc1)c1ccc(COc2ccccc2)cc1	i	i	i	-5.1	0.3	i	i	i	i	i	i
CC12C=CC(=O)C=C1CCC1C2C(=O)C[C@@]2(C)C1CCC2(O)C(=O)CO (some centres not stated)	i	i	i	0.6	0.1	i	i	i	i	i	i
O=C(CCSCc1cccc(Cl)c1)NCCC1=CCCCC1	i	i	i	11.7	-0.2	i	i	i	i	i	i
COc1ccc(O)c(C(=O)c2cnc3onc(C)c3c2)c1	i	i	i	18.6	0.6	i	i	i	i	i	i
CN(C)C(=O)CSc1nc(SCC(=O)N(C)C)n(-c2ccccc2)n1	i	i	i	24.2	-0.2	i	i	i	i	i	i
COc1cccc(CNC(=O)Cn2c(=O)oc3cc(S(=O)(=O)N4CCCCC4)ccc32)c1	i	i	i	22.8	-0.4	i	i	i	i	i	i
Cc1ccc(C(=O)CCC2CCCC2=O)cc1 (configuration not stated)	i	i	i	6.6	2.1	i	i	i	i	i	i
Cc1cc2c(cc1S(=O)(=O)NCC(C)c1ccccc1)n(C)c(=O)c(=O)n2C (configuration not stated)	i	i	i	42.4	-0.2	i	i	i	i	i	i
COC(=O)c1ccccc1NC(=O)CSc1nnc(-c2cccnc2)n1N	i	i	i	5.6	0.1	i	i	i	i	i	i
Cc1ccc(NC(=O)C2CCCN(S(=O)(=O)c3ccc4[nH]c(=O)ccc4c3)C2)cc1C (configuration not stated)	i	i	i	27.6	-0.5	i	i	i	i	i	i
COC(=O)c1[nH]c2ccccc2c1NS(=O)(=O)c1ccc(F)c(C)c1	i	i	i	12.2	-0.9	i	i	i	i	i	i
O=C(c1ccccn1)C1CCCN(Cc2nc(Cc3cccc(F)c3)no2)C1 (configuration not stated)	i	i	i	11.3	-0.3	i	i	i	i	i	i
CCOC(=O)C1=C(COC(=O)C2CC(=O)N(c3ccc(C)cc3)C2)NC(=O)NC1C (configuration not stated)	i	-5.77*	i	7.5	0.7	i	i	i	i	i	i
COCCn1c(SCC(=O)Nc2ccc(NC(=O)c3ccco3)c(OC)c2)nc2ccccc2c1=O	i	i	i	8.7	.	i	i	i	i	i	i
CN1C(=O)CC(N2CCN(C(=O)c3ccccc3)CC2)C1=O (configuration not stated)	i	i	i	6.1	0.0	i	i	i	i	i	i
O=C(NCCCCc1ccccc1)C12CN(Cc3ccccc3)CC1C(c1ccc([N+](=O)[O-])cc1)=NO2 (configuration not stated)	i	i	i	-6.9	1.2	i	i	i	i	i	i
COc1ccccc1N(C)S(=O)(=O)c1ccc(C(=O)OCC(=O)Nc2cc(C)on2)cc1	i	i	i	6.5	0.3	i	i	i	i	i	i
O=C(COc1ccc2ccccc2c1)NCCn1ccc2ccccc21	i	i	i	18.1	-0.2	i	i	i	i	i	i
Cn1nnc(NC(=O)CSc2ncn[nH]2)n1	i	i	i	14.4	0.1	i	i	i	i	i	i

A portion of the library. The share of hits here may be higher or lower than overall.
